RXFP1 agonist – RXFP1 (human) receptor agonism | HEK293T-RXFP1 cAMP TR-FRET, 30 min; response scale: percent of porcine relaxin response, buffer zero | 370,000 compounds, 0.3% hits | Potency, µM (series often up to 57.5 µM), without a hit: at the top dose activation, hits mostly activators | AID 2676 | Q9HBX9; active means well fitted activation curve with a large enough effect; inconclusive means small, poorly fitted or top-dose-only effect; further: potency means the concentration at half of the fitted maximal effect; on the % scale 0 is the no-effect control and ±100 the full control effect; nearly all actives have a fitted effect of over 60% in size; many of its hits are not listed in these tables
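Agonist response is measured as cAMP accumulation in an RXFP1-transfected HEK293T line under PDE4 inhibition. Values are scaled between buffer-only and 29 nM porcine relaxin, and EC50s come from standard Hill equation fits.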
D1 ag – agonists of human D1 dopamine receptor; 360,000 compounds, 1% hits; HEK293 T-REx D1 cells, calcium flux, agonist mode; activation, % at 2 µM; in the data active means activation above about 30%; further: 0% is about no effect
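Inducible HEK293 T-REx D1 cells, force-coupled to calcium signalling, were plated at 4000 cells/well with tetracycline and held overnight at 30 C. After no-wash calcium dye loading, compound-evoked calcium rise over 180 s flagged agonists.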
TRHR PAM – allosterically enhances the human TRH receptor; TRHR cells, fluo-8 calcium fluorescence, EC20 TRH enhancement; 360,000 compounds, 0.66% hits; enhancement, % at 2 µM; in the data active means enhancement above about 30%; further: 0% is about no effect
Target sequence (P34981 whole entry, looked up): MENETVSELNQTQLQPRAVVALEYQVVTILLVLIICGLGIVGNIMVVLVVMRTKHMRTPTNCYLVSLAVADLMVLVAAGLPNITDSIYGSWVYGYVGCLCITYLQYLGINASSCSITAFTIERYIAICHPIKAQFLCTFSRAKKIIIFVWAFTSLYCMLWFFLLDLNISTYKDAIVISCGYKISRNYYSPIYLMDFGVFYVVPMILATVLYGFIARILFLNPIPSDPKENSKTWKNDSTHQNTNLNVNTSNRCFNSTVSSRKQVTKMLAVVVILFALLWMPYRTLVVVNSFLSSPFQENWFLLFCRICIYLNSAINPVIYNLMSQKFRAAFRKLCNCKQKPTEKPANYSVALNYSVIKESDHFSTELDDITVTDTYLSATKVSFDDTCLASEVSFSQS
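TRHR-expressing cells loaded with fluo-8 calcium dye were read kinetically (ex 480/em 530) during compound addition, then stimulated with an EC20 of TRH (10 nM final). Enhancement of the Gq-mediated intracellular calcium response was scored.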
D1 potentiator – potentiators of human D1 dopamine receptor | 360,000 compounds, 0.036% hits | P21728 | AID 504651 | HEK293 TREx D1 cells, calcium flux, dopamine EC20 potentiation | potentiation, % at 10 µM; in the data active means potentiation above about 30%; further: 0% is about no effect
D2 antag – D2 dopamine receptor (human) antagonism; P14416; HEK293 TREx D2 cells, calcium flux, dopamine EC80; inhibition, % at 10 µM; 340,000 compounds, 2% hits; AID 485344; in the data active means inhibition above about 30%; further: 0% is about no effect
Target sequence (P14416 whole entry, looked up): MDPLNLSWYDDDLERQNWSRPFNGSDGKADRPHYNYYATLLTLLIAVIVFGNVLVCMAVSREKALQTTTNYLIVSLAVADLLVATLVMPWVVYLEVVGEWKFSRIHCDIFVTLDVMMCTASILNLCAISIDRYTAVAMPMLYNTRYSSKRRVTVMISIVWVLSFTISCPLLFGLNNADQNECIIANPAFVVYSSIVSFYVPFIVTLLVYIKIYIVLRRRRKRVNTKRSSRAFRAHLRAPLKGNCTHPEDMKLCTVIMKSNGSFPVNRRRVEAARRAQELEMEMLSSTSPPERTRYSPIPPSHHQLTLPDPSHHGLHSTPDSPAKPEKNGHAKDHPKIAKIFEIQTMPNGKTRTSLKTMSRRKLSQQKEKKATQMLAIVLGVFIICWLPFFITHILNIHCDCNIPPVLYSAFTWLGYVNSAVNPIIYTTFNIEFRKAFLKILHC
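Antagonism is scored as inhibition of an EC80 dopamine-evoked calcium signal in a force-coupled, tetracycline-inducible HEK293 T-REx D2 line, with compound present 180 s before agonist.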
D2 PAM – D2 dopamine receptor (human) potentiation. P14416. HEK293 T-REx D2, calcium flux, EC20 dopamine potentiation. potentiation, % at 10 µM. 340,000 compounds, 0.34% hits;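 active means potentiation over 3 SD above the plate norm, cut at about 30% in these data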; further: 0% is about no effect
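Potentiation of an EC20 dopamine calcium response measured kinetically over 180 s, after a preceding 180 s compound-only read flagging agonists. Cells: inducible Hek293 Trex D2 line, 4000/well, cultured overnight at 30 C before dye loading.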
D2 agonist – activates the human D2 dopamine receptor. 340,000 compounds, 0.53% hits. HEK293 T-REx D2 cells, calcium flux agonist mode. activation, % at 2 µM. P14416;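 active means activation over 3 SD above normal in the single-dose calcium agonist read, cut at about 30% in these data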; further: 0% is about no effect
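Agonism scored from kinetic calcium signal (1 read/sec, 180 s) following compound pin transfer, after a 10 s baseline. Cells: HEK293 Trex line expressing inducible D2 receptor coupled to calcium, dye-loaded after overnight culture at 30 C.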
D1 antag – blocks dopamine activation of the human D1 receptor | P21728 | HEK293 TREx D1 cells, calcium flux, dopamine EC80; stronger effect = lower value | activity change, negative = inhibition, % at 10 µM | 360,000 compounds, 3.2% hits | AID 504652; in the data active means activity change below about -30%; further: on the % scale 0 is the no-effect control and ±100 the full control effect
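Antagonism measured as reduced calcium response to an EC80 dopamine addition following 180 s compound pre-read; cells were inducible HEK293 Trex D1 plated overnight at 30 C, read kinetically at 1 cycle/sec.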
RXFP1 antag – antagonists of human relaxin receptor RXFP1; AID 1259400; HEK293-RXFP1, relaxin-stimulated cAMP HTRF, 30 min; stronger effect = lower value; activity change, negative = inhibition, % at 57.5 µM; 350,000 compounds, 0.59% hits;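 active means activity change of -60% or lower, but not beyond a set lower limit; inconclusive means change between -60% and -40%, or beyond the set limit; inactive means change above -40%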; further: on the % scale 0 is the no-effect control and ±100 the full control effect
The depositor's hits bear a star; ? = inconclusive; . = no result given; & = joins results of further samples. The list is partial (hit frequency here may not be typical).

Each structure is followed by: RXFP1 agonist | D1 ag | TRHR PAM | D1 potentiator | D2 antag | D2 PAM | D2 agonist | D1 antag | RXFP1 antag
- Cc1ccccc1C(=O)NC(=S)Nc1ccccc1C(F)(F)F
→ 0.8% | 5 | 0 | -5 | 50* | 7 | 1.4 | -8 | -3
- O=C(Nc1ccccc1)c1cccc(N2C(=O)C3C4CC(C(Br)C4Br)C3C2=O)c1 (stereo not given)
→ -2.0% | 6 | -2 | -2 | -28 | 9 | 2.6 | 15 | -4
- Cc1ccc(C(=O)N/C(=C\c2ccccc2)C(=O)NCc2cccnc2)cc1
→ -0.7% | 3 | 3 | 6 | -24 | -5 | -0.3 | -25 | 8
- Cc1cccc(-n2ncc3c(N(CCO)CCO)ncnc32)c1
→ -2.2% | 0 | 10 | 4 | -5 | 0 | 0.3 | -1 | .
- O=C(c1cc(-c2cccc(Cl)c2)on1)N1CCc2ccccc2C1
→ -0.6% | 0 | -2 | 2 | 23 | 0 | 1.6 | -6 | -10
- CCc1ccc(NC(=O)CSc2cn(CC(=O)N3CCOCC3)c3ccccc23)cc1
→ -4.5% | 1 | -2 | -6 | . | -6 | -0.3 | -19 | 0
- CSc1ncc(Cl)c(C(=O)Nc2ccc(S(=O)(=O)N3CCOCC3)cc2)n1
→ 2.5% | 3 | 2 | 1 | 5 | 9 | -0.3 | 2 | -9
- COc1ccc(C(C(=O)NC(C)(C)C)N(C(=O)CCC(=O)Nc2cc(C)on2)c2cc(C)cc(C)c2)cc1 (stereo not given)
→ 3.0% | 6 | 0 | -8 | 28 | . | -3.1 | -8 | -1
- CCN1CCN(Cc2nc3cc(NC(=O)c4cc(OC)c(OC)c(OC)c4)ccc3n2CC)CC1
→ -1.0% | 1 | -4 | 0 | . | -6 | 1.6 | -7 | -5
- CC(c1ccco1)N(C(=O)CSc1ccc(Br)cc1)c1ccccn1 (stereo not given)
→ -0.7% | 2 | 2 | -5 | -18 | 10 | 0.4 | -8 | -4
- Cc1ccc2c(c1)nnn2C1CCN(S(=O)(=O)c2ccc(C(=O)O)cc2)CC1
→ 0.8% | 0 | 2 | -5 | 14 | 3 | 1.0 | -6 | -13
- COc1ccccc1NC(=O)CCSc1nnc(-c2ccc(O)cc2)o1
→ 1.8% | 3 | -1 | -2 | -1 | -2 | -0.2 | 13 | -11
- COCCCNC(=O)c1ccc(Cn2c(=O)c3ccccc3n(Cc3ccccc3C#N)c2=O)cc1
→ 0.2% | 4 | -1 | -2 | 11 | 4 | 1.2 | 4 | -17
- Cc1ccc(-c2nnn(CC(=O)N3CCCCC3)n2)cc1
→ -2.0% | 0 | -1 | 28 | -8 | -9 | 0.3 | 8 | 2
- Cc1ccc(-c2nc(=S)c3c(n2CCN2CCOCC2)CC(C)(C)OC3)cc1
→ -0.3% | 1 | 9 | 0 | 10 | 1 | 0.5 | 2 | -9

Sorted by molar mass (largest number first): part of the list above
Each structure is followed by: RXFP1 agonist | D1 ag | TRHR PAM | D1 potentiator | D2 antag | D2 PAM | D2 agonist | D1 antag | RXFP1 antag
- CCN1CCN(Cc2nc3cc(NC(=O)c4cc(OC)c(OC)c(OC)c4)ccc3n2CC)CC1
→ -1.0% | 1 | -4 | 0 | . | -6 | 1.6 | -7 | -5
- CC(c1ccco1)N(C(=O)CSc1ccc(Br)cc1)c1ccccn1 (stereo not given)
→ -0.7% | 2 | 2 | -5 | -18 | 10 | 0.4 | -8 | -4
- Cc1ccc(-c2nc(=S)c3c(n2CCN2CCOCC2)CC(C)(C)OC3)cc1
→ -0.3% | 1 | 9 | 0 | 10 | 1 | 0.5 | 2 | -9
- O=C(c1cc(-c2cccc(Cl)c2)on1)N1CCc2ccccc2C1
→ -0.6% | 0 | -2 | 2 | 23 | 0 | 1.6 | -6 | -10

Later entries.
Each structure is followed by: RXFP1 agonist | D1 ag | TRHR PAM | D1 potentiator | D2 antag | D2 PAM | D2 agonist | D1 antag | RXFP1 antag
- O=C(NCCCN1CCN(c2ccccc2F)CC1)c1sc2ncccc2c1-n1cccc1
→ 4.4% | -1 | 1 | -5 | . | -26 | . | -38* | -15
- O=C(Cc1n[nH]c(=O)c2ccccc12)OCC(=O)c1ccccc1
→ 2.1% | 7 | -5 | -3 | 19 | 9 | 0.3 | 6 | 9
- O=C(CN(C(=O)CCC(=O)Nc1ccccn1)C1CCCC1)NCc1ccc(F)cc1
→ 0.2% | 1 | -4 | 1 | 2 | 17 | 0.8 | 10 | 3
- O=C(Nc1ccccc1C(=O)O)c1cc(S(=O)(=O)Nc2cccc(F)c2)ccc1Cl
→ -0.9% | 2 | 9 | 11 | 22 | 13 | 0.4 | -6 | -4
- COc1ccc(COCC(O)CN2CC(C)OC(C)C2)cc1OC (stereo not given)
→ -0.3% | 0 | -1 | -2 | 5 | 17 | -0.6 | 4 | -11
- Oc1cc2ccccc2cc1-c1n[nH]c(=S)n1Cc1ccco1
→ 4.5% | 6 | -4 | -5 | -6 | -22 | -0.3 | 0 | -13
- O=C(O)Cc1ccc(NC(=O)c2ccc3c(c2)C(=O)N(CC2CCCO2)C3=O)cc1 (stereo not given)
→ -0.4% | 2 | -3 | -12 | -9 | -9 | 1.0 | -39* | -1
- CCN1CCN(c2ncnc3c2cnn3-c2ccc(C)c(C)c2)CC1
→ 4.5% | 4 | -2 | -2 | . | -10 | 0.9 | 0 | -10
- CCn1c(=O)cc(OCC(=O)N2CCCC2)c2ccccc21
→ 1.5% | 1 | -1 | . | -3 | -5 | 0.6 | 0 | -29
- Cc1cccn2c(NCc3ccc4c(c3)OCO4)c(-c3ccc(O)cc3)nc12
→ 9.8% | 1 | -3 | -5 | 0 | 0 | 1.4 | 17 | 1
- COc1ccc(NC(=O)c2cc(S(=O)(=O)N3CCCCCC3)cn2C)c(OC)c1
→ 1.2% | 3 | -10 | 4 | . | 5 | -0.9 | 14 | .
- O=C(c1cccc(COCC(F)(F)C(F)F)c1)N1CCN(c2ccccc2)CC1
→ 2.9% | 0 | -6 | -1 | 11 | 13 | 3.9 | -10 | 10
- CCc1ccc2[nH]c(=O)c(CN(CCN(C)C)C(=S)NCc3ccco3)cc2c1
→ -1.3% | 18 | 8 | -7 | -12 | -4 | -2.7 | -17 | -64*
- COCCCNC(=O)CCc1nc(-c2ccccc2Cl)no1
→ 2.7% | -2 | 5 | -3 | 1 | 1 | -0.4 | 16 | -2
- COc1ccc2c(c1OC)c(=O)n1c3ccc(OC(C)C(=O)NCCN4CCOCC4)cc3c3ccnc2c31 (stereo not given)
→ ? | 1 | -10 | 2 | -33 | 11 | 1.0 | -11 | .
- CC(C)(C)n1nc2c(c1NC(=O)c1ccc(S(=O)(=O)N3CCCC3)cc1)CSC2
→ 2.4% | 0 | -3 | -2 | 24 | 15 | -0.5 | -15 | .
- CCN(CC)c1ccc(NC(=O)CSc2nc(-c3cccs3)cc(C(F)(F)F)n2)cc1
→ 4.2% | 4 | -2 | -5 | . | . | -0.9 | -12 | .
- CC(C)NS(=O)(=O)c1ccc(CCC(=O)N2CCC(C(N)=O)CC2)cc1
→ -1.7% | 2 | -11 | 1 | -11 | 2 | 1.6 | 8 | -2
- CN1CCN(/N=C/c2ccc(Cl)c(Cl)c2)CC1
→ -1.0% | 19 | 1 | -8 | -6 | -4 | 0.9 | -8 | -15
- Cn1c(-c2ccccc2)cnc1NCc1ccccc1O
→ 1.9% | -1 | 0 | -1 | . | -3 | . | 2 | .
- Cn1c(CNC(=O)CNC(=O)c2ccc(F)cc2)cc(=O)n(C)c1=O
→ 4.4% | 0 | 4 | -2 | 9 | -6 | 0.2 | 4 | 2
- CCOc1ccc(N2CC(C(=O)NC3=NCCS3)CC2=O)cc1 (stereo not given)
→ -2.6% | 0 | -2 | -9 | 18 | -5 | -0.4 | 5 | 3
- COc1ccc(CNS(=O)(=O)c2ccc3c(c2)N(C(C)=O)CC(C)S3)cc1 (stereo not given)
→ -0.7% | 11 | -2 | -4 | -4 | 8 | 0.0 | 1 | 5
- COC(=O)[C@@H](Cc1ccccc1)NC(=O)NCCc1ccccc1
→ -0.1% | 1 | -13 | 3 | -7 | -3 | -0.2 | -8 | -7
- CCc1nc2cccnc2n1-c1ccc(CC(=O)NCCOC)cc1
→ 2.4% | 0 | 11 | -9 | -19 | 1 | -0.3 | 1 | 7
- COc1cccc(NC(=O)CN(C)C(=O)c2cc(S(=O)(=O)NCc3ccccc3)ccc2C)c1
→ 5.1% | 6 | -1 | -4 | -23 | -12 | 0.4 | -2 | -3
- CC(C)(C)c1ccc(OCC(O)CSc2ncn[nH]2)cc1 (stereo not given)
→ -0.7% | 2 | 2 | -5 | -4 | 0 | 1.0 | -2 | -8
- C=C(C)c1cccc(C(C)(C)NC(=O)NC2CCCC2)c1
→ -0.6% | 5 | -4 | 2 | 5 | -21 | -1.0 | 14 | -18
- COc1ccccc1/C=C1\SC(=S)N(CCC(=O)NNC(=O)c2ccccc2O)C1=O
→ -2.8% | 0 | 5 | 0 | -1 | -4 | -0.7 | -10 | -29
- Cc1ccc(N(CC(O)CON=C2c3ccccc3-c3ccccc32)S(C)(=O)=O)cc1 (stereo not given)
→ 0.3% | 5 | 1 | 0 | -13 | 8 | 0.1 | 2 | -8
- O=C(CCC(=O)N1CC2CCCN2c2ccccc21)NCc1ccccc1 (stereo not given)
→ -1.6% | 1 | 8 | -4 | . | -1 | . | 9 | -1
- CCOc1ccc(NC(=O)C(=O)NCCc2csc(-c3ccc(F)cc3)n2)cc1
→ 3.7% | 3 | 3 | 1 | . | -6 | 0.7 | -1 | -9
- COCCn1c(=N)c(S(=O)(=O)c2ccc(F)cc2)cc2c(=O)n3cccc(C)c3nc21
→ 13% | -2 | 13 | -3 | 6 | 10 | -0.5 | -4 | -2
- CC(C)C(=O)N1CCC2(CC1)Oc1ccc(Cl)cc1C(=O)C21CC(c2ccc(Cl)cc2)=NO1 (stereo not given)
→ 0.0% | 7 | 6 | -2 | 8 | -1 | 0.3 | 22 | .
- COc1ccc(C(=O)Nc2cccc3cccnc23)cc1OC
→ 2.9% | 1 | 19 | -5 | -19 | 30 | -1.4 | 12 | 31
- Brc1cc2c(cc1Br)OCCOCCOCCO2
→ -9.3% | 12 | 2 | -2 | 4 | -6 | 0.1 | -1 | -16
- O=C(O)CCCCn1c(SCC(=O)Nc2ccccc2C(F)(F)F)nc2ccsc2c1=O
→ -0.9%&3.0% | -1&2 | -4&-2 | -2&0 | 11 | -3&13 | 0.0&-1.1 | 0&-2 | ?
- Cc1cccc(C)c1NC(=S)NC(C)(C)CO
→ 3.1% | 2 | 23 | -4 | -2 | 1 | 0.1 | 3 | -4
- CC(=O)N1CCCN(Cc2cn(-c3ccc(C)cc3)nc2-c2ccc(F)cc2)CC1
→ -0.2% | -2 | -10 | 4 | 16 | -3 | 1.5 | 7 | -1
- CC(C)(C)c1cc[n+](CC(=O)Nc2cc(C(F)(F)F)ccc2N2CCOCC2)cc1
→ 0.0% | -3 | 1 | 7 | 10 | -11 | 0.0 | 8 | -9
